PKM2 activator: activators of human pyruvate kinase M2; AID 1631; 260,000 compounds, 0.34% hits; P14618; purified PKM2, Kinase-Glo ATP luminescence, activation; response scale: 0% is enzyme alone, no compound; Potency, µM (top dose mostly 57.5 µM), for inactives: top-dose activation, most hits filed as activators; note: potency is the fitted concentration of half-maximal effect; % is set by controls: 0 for no effect and ±100 for the full control effect; nearly all actives have a fitted effect of over 55% in size
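Purified hPK-M2 (>95% pure) converted ADP (0.1 mM final) to ATP with 0.5 mM PEP in 50 mM imidazole pH7.2, KCl, MgCl2, Tween 20, BSA; 1 h at room temperature. ATP detected by Kinase-Glo luminescence.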
BRCA1 expr up: increases BRCA1 expression; MCF7-BRCA1-FFLuc reporter, luminescence, 48 h; response scale: scaled: vehicle 0%, 10 µM genistein 100%; Potency, µM (series often up to 46.1 µM), for inactives: at the highest dose activation, most hits filed as activators; 380,000 compounds, 1.1% hits; note: potency is the fitted concentration of half-maximal effect; nearly all actives have a fitted effect of over 80% in size; some results filed as inactive show a strong effect at the top dose
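MCF7 cells carrying a BRCA1-firefly luciferase reporter (2000 cells/well, phenol-red free MEM) were attached for 2 h at 37 °C, then given compounds for 48 h. Luminescence was read 15 min after luciferase reagent; activity normalized to genistein (10 microM) and DMSO.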
Menin MLL FP TR: menin-MLL binding inhibition, Texas Red mutant peptide; O00255; Menin + Texas Red MLL mutant peptide, fluorescence polarization; Potency, µM (highest dose often 61.6 µM), inactives show top-dose FP activity change, negative = inhibition, actives largely listed as inhibitors; 270,000 compounds, 0.23% hits; active = well fitted inhibition curve with a large enough effect in the polarisation, with a control signal flat, not every such curve was filed as active; inconclusive = small, poorly fitted or top-dose-only effect, or effect the other way, or a change in a side signal; inactive = no such curve, though single readings can be large or run the other way; the % refers to the polarisation; note: potency is the fitted concentration of half-maximal effect; % of control where 0% means no effect; many of its hits are not listed in these tables
Target sequence (O00255 whole entry, looked up): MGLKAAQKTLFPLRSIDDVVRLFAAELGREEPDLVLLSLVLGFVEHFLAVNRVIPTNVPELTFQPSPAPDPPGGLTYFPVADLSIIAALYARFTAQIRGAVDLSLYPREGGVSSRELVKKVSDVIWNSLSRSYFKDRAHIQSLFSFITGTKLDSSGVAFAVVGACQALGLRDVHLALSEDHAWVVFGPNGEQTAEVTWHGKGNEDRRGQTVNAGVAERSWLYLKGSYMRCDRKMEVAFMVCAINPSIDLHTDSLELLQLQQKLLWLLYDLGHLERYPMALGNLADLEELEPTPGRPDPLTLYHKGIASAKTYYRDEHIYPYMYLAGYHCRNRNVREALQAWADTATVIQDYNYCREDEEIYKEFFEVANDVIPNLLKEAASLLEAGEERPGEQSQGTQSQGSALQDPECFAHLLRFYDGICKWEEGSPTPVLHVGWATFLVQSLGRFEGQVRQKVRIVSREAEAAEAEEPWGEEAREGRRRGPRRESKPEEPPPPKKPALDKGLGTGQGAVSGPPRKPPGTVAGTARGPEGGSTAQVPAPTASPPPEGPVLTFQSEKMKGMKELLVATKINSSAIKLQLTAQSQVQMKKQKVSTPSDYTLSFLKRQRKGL
Giardia killer: Giardia lamblia killing; Giardia lamblia trophozoite viability; activity change, % at 7.66 µM, hits read low; 340,000 compounds, 0.15% hits; in the data active = activity change below about -80%; inconclusive = between about -30% and that limit;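 note: parasites exposed to compound for two days anaerobically before the ATP read; % is set by controls: 0 for no effect and ±100 for the full control effect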
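Compounds were tested on trophozoites seeded at 100 cells/well and held 48 hrs at 37 deg C anaerobically. An ATP-based luminescent kit measured the remaining live cells.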
RORg inh: ROR gamma (mouse) transcription inhibition | P51450 | Drosophila S2 Gal4-RORgamma UAS-luciferase reporter, 20 h | Potency, µM (series often up to 53.6 µM), without a hit: at the top dose activity change, negative = inhibition, actives largely listed as inhibitors | 310,000 compounds, 5.4% hits | AID 2551; note: potency is the fitted concentration of half-maximal effect; % is set by controls: 0 for no effect and ±100 for the full control effect; nearly all actives have a fitted effect of over 60% in size
Target sequence (P51450 whole entry, looked up, the tested form may be a part): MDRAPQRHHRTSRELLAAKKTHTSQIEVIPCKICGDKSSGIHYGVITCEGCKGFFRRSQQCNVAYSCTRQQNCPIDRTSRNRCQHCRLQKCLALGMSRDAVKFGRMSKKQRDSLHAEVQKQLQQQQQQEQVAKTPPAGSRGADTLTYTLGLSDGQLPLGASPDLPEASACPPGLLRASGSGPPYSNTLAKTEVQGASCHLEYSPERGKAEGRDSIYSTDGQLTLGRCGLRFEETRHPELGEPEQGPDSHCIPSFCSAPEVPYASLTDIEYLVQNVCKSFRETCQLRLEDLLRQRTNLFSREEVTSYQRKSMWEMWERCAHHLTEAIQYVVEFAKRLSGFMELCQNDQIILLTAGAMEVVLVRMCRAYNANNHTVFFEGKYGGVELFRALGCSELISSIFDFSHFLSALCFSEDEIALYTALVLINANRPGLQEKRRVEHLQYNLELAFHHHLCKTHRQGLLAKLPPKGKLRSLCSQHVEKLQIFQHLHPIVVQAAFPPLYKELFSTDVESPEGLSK
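Luciferase reporter read in Schneider cells carrying Gal4-RORγ (mouse) and UAS-Photinus luciferase; cells given compound 1 h before 700 uM copper sulfate induction, then incubated 20 h at ambient temperature.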
NPC1 prom act: NPC1 promoter activation; Huh7 NPC1 promoter luciferase reporter, 24 h; Potency, µM (titrated, usually from 9.22 µM), without a hit: at the highest dose activation, actives largely listed as activators; 320,000 compounds, 2.4% hits;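 note: potency is the fitted concentration of half-maximal effect; % of control where 0% means no effect; nearly all actives have a fitted effect of over 60% in size; reporter is driven by a mutant NPC1 promoter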
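Huh7 reporter cells (NPC1 promoter driving luciferase) are dosed with compound for 24 h at 37 °C, 5% CO2; luciferase detection reagent is then added and luminescence measured after 10 min at ambient temperature.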
p53 reactivator: restores transcriptional activity of mutant p53 | AID 504706 | 320,000 compounds, 0.063% hits | Potency, µM (top dose mostly 92.2 µM), for inactives: at the highest dose activity change, positive = activation, actives largely listed as activators | H1299 p53-A138V BP100-luciferase reporter, luminescence, 24 h; note: potency is the fitted concentration of half-maximal effect; % of control where 0% means no effect; nearly all actives have a fitted effect of over 45% in size
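H1299 (p53-null), stable ts p53-A138V + BP100-Luc; 1000 cells/well, Opti-MEM/10% FBS; cpd 4 pt, 1:5; 24 h, 37 deg C, 5% CO2; detection reagent 10 min RT; luminescence.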
ELG1 genotoxic: inducers of genotoxicity in HEK293T ELG1-luciferase cells | Potency, µM (doses to about 46 µM), for inactives: at the top dose activity change, positive = activation, usual class: activators | HEK293T ELG1-luciferase reporter, luminescence, 16 h | 330,000 compounds, 1.3% hits; note: potency is the fitted concentration of half-maximal effect; % of control where 0% means no effect; nearly all actives have a fitted effect of over 60% in size
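Cells (2,000/well) expressing the ELG1-luciferase fusion are dosed by pin tool and kept 16 hr at 37 °C, 5% CO2. Signal comes from ONE-Glo luciferase reagent after 30 min at room temperature.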
Rab9 prom act: activates the Rab9 promoter; Huh7 Rab9 promoter-luciferase reporter, luminescence, 24 h; 320,000 compounds, 2.8% hits; Potency, µM (highest dose often 9.22 µM), inactives show at the top dose activation, negative = inhibition, most hits filed as activators; note: potency is the fitted concentration of half-maximal effect; % of control where 0% means no effect; nearly all actives have a fitted effect of over 60% in size
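Cells were plated at 1500 per well in reduced-serum medium with 10% FBS and left 2 h. Compound in DMSO was then added for 24 h at 37 °C. Reporter signal was read by luminescence after 10 min with luciferase detection reagent.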
Gal4-VP16 FLuc: inhibits Gal4-VP16 luciferase reporter, ROR gamma counter-screen; Drosophila S2 Gal4-VP16 UAS-luciferase, luminescence, 20 h; Potency, µM (titrated, usually from 53.6 µM), inactives show top-dose activity, negative = inhibition, actives largely listed as inhibitors; 310,000 compounds, 3.5% hits; AID 2546;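 note: Gal4-VP16 expression switched on by copper sulfate through the metallothionein promoter; potency is the fitted concentration of half-maximal effect; % is set by controls: 0 for no effect and ±100 for the full control effect; nearly all actives have a fitted effect of over 50% in size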
FLuc modulator: counter-screen for miR-21 project: firefly luciferase inhibitors or activators. P08659. purified FLuc, Km substrates, luminescence inhibition. Potency, µM (top dose mostly 57.5 µM), inactives show at the highest dose activity change, negative = inhibition, actives largely listed as inhibitors. 360,000 compounds, 6.9% hits. AID 588342;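 note: potency is the fitted concentration of half-maximal effect; plate controls were vehicle for no effect and reference inhibitor for full effect; nearly all actives have a fitted effect of over 55% in size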
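Purified P. pyralis luciferase (10nM final) with 10uM D-luciferin and 10uM ATP (Km levels) in 50mM Tris acetate pH 7.5, 10mM Mg acetate, 0.01% Tween-20, 0.05% BSA; qHTS 6-point titration, ~60 µM downward; luminescence read.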
Numbers without * were called inactive; [ ] = dose if it differs, or a comment. Unless noted, calls come from the whole dose curve; as a rule, active = well fitted curve in the direction sought with a large enough effect; inconclusive = small, poorly fitted or top-dose-only effect, or another doubt; inactive = no such curve, though single readings can be large; an effect the other way counts as inactive or inconclusive. This is a subset; count on the stated rates, not on these rows.

How did Cc1c(F)cccc1NS(=O)(=O)c1ccc2c(c1)c(C)cc(=O)n2C do in these assays?
BRCA1 expr up: -24%; Giardia killer: -5; RORg inh: -4%; NPC1 prom act: -5%; p53 reactivator: 1%; ELG1 genotoxic: -9%; Rab9 prom act: -3%; Gal4-VP16 FLuc: inconclusive; FLuc modulator: 0%

Results for CCCCN1CC2=C(C1=O)C(c1ccc(O)cc1)NC(=O)N2C (configuration not stated) ?
PKM2 activator: 1%; BRCA1 expr up: 2%; Menin MLL FP TR: 3%; Giardia killer: -15; RORg inh: -17%; NPC1 prom act: -3%; p53 reactivator: 3%; ELG1 genotoxic: 2%; Rab9 prom act: 0%; Gal4-VP16 FLuc: -4%; FLuc modulator: -3%

Results for COc1ccc(C2=Nn3c(nnc3-c3ccccc3)SC2)cc1OC ?
PKM2 activator: -4%; BRCA1 expr up: -25%; Menin MLL FP TR: -11%; Giardia killer: 6; RORg inh: inconclusive; NPC1 prom act: 1%; p53 reactivator: -2%; ELG1 genotoxic: 18%; Rab9 prom act: -2%; Gal4-VP16 FLuc: 3%; FLuc modulator: -2%

What do the screens show for `CC(C)CC[n+]1ccn(-c2nc3ccccc3nc2[N-]S(=O)(=O)c2ccccc2)c1`?
PKM2 activator: 12%; BRCA1 expr up: -9%; Menin MLL FP TR: inconclusive; Giardia killer: 5; RORg inh: -3%; NPC1 prom act: -7%; p53 reactivator: -6%; ELG1 genotoxic: 0%; Rab9 prom act: -6%; Gal4-VP16 FLuc: -12%; FLuc modulator: 7%

What do the screens show for `COC(=O)c1ccccc1NC(=O)c1ccc(NS(C)(=O)=O)cc1`?
PKM2 activator: -4%; BRCA1 expr up: 0%; Menin MLL FP TR: -2%; Giardia killer: 0; RORg inh: 5%; NPC1 prom act: 0%; p53 reactivator: -9%; ELG1 genotoxic: 0%; Rab9 prom act: -6%; Gal4-VP16 FLuc: 12%; FLuc modulator: 1%

What do the screens show for `Cc1cc(Cl)ccc1NC(=S)Nc1cccnc1`?
PKM2 activator: 1%; BRCA1 expr up: 0%; Menin MLL FP TR: -10%; Giardia killer: 15; RORg inh: 13µM*; NPC1 prom act: 2%; p53 reactivator: 12%; ELG1 genotoxic: -1%; Rab9 prom act: 7%; Gal4-VP16 FLuc: inconclusive; FLuc modulator: 1%

Results for CCNc1nc2c(c(=O)n(C)c(=O)n2C)n1CCCc1ccccc1 ?
PKM2 activator: -2%; BRCA1 expr up: -45%; Menin MLL FP TR: 3%; Giardia killer: 0; RORg inh: inconclusive; NPC1 prom act: -10%; ELG1 genotoxic: -2%; Rab9 prom act: -21%; Gal4-VP16 FLuc: 11µM*; FLuc modulator: 7%

Results for Cc1ccc2[nH]c(=O)c(NC(N)=S)nc2c1 ?
PKM2 activator: -2%; BRCA1 expr up: 1%; Menin MLL FP TR: 44%[activator]; Giardia killer: 7; RORg inh: 11µM*; NPC1 prom act: 2%; p53 reactivator: -6%; ELG1 genotoxic: -2%; Rab9 prom act: 4%; Gal4-VP16 FLuc: inconclusive; FLuc modulator: -5%

Results for O=C(Cc1cccs1)Nc1nnc(Cc2ccccc2)s1 ?
PKM2 activator: 0%; BRCA1 expr up: 26%; Menin MLL FP TR: -10%; Giardia killer: 4; RORg inh: inconclusive; NPC1 prom act: 0%; p53 reactivator: 1%; ELG1 genotoxic: 2%; Rab9 prom act: -4%; Gal4-VP16 FLuc: -3%; FLuc modulator: -9%

Results for O=C(O)CN1C(=O)CC(Cc2ccccc2)C1=O (configuration not stated) ?
PKM2 activator: -1%; BRCA1 expr up: 3%; Menin MLL FP TR: -1%; Giardia killer: -3; RORg inh: -10%; NPC1 prom act: 2%; p53 reactivator: 5%; ELG1 genotoxic: -4%; Rab9 prom act: 5%; Gal4-VP16 FLuc: -4%; FLuc modulator: 1%

Results for COc1ccc(C(=O)NC2CCCCC2)cc1OC1CCN(C(C)C)CC1 ?
PKM2 activator: -1%; BRCA1 expr up: -3%; Giardia killer: -9; RORg inh: inconclusive; NPC1 prom act: 6%; p53 reactivator: 17%; ELG1 genotoxic: 6%; Rab9 prom act: 10%; Gal4-VP16 FLuc: -9%; FLuc modulator: 4%

What do the screens show for `O=C(CCCNS(=O)(=O)c1cccc2nsnc12)N1CCCCC1`?
PKM2 activator: -2%; BRCA1 expr up: 0%; Menin MLL FP TR: 2%; Giardia killer: 14; RORg inh: 6%; NPC1 prom act: 2%; p53 reactivator: 1%; ELG1 genotoxic: 0%; Rab9 prom act: -1%; Gal4-VP16 FLuc: -9%; FLuc modulator: -2%

How did Cc1ccc(S(=O)(=O)N2CCC(C(=O)N3CC(C)OC(C)C3)CC2)cc1 (configuration not stated) do in these assays?
PKM2 activator: -6%; BRCA1 expr up: -2%; Giardia killer: -1; RORg inh: 10%; NPC1 prom act: -7%; p53 reactivator: 1%; ELG1 genotoxic: 15%; Rab9 prom act: 4%; Gal4-VP16 FLuc: 5%; FLuc modulator: 0%

What do the screens show for `CC(C)C[C@H]1CNC(=O)C(=O)N1C[C@H](C)NC(=O)Cc1ccccc1`?
PKM2 activator: -2%; BRCA1 expr up: -1%; Menin MLL FP TR: 4%; Giardia killer: 19; RORg inh: 7%; NPC1 prom act: 2%; p53 reactivator: 9%; ELG1 genotoxic: 0%; Rab9 prom act: 0%; Gal4-VP16 FLuc: 6%; FLuc modulator: -1%

How did CCN(C(=O)CSc1nnc(Cn2nnc3ccccc32)o1)c1nc(-c2ccccc2)cs1 do in these assays?
PKM2 activator: -2%; BRCA1 expr up: -15%; Menin MLL FP TR: -1%; Giardia killer: -4; RORg inh: 30%; NPC1 prom act: 0%; p53 reactivator: 3%; ELG1 genotoxic: -10%; Rab9 prom act: 19%; Gal4-VP16 FLuc: 3%; FLuc modulator: 0%

What do the screens show for `Cc1cc(Cl)ccc1NC(=O)COC(=O)c1cc([N+](=O)[O-])ccc1N1CCOCC1`?
BRCA1 expr up: -32%; Giardia killer: 13; NPC1 prom act: -5%; p53 reactivator: -4%; ELG1 genotoxic: -1%; Rab9 prom act: 0%; FLuc modulator: 3%

Results for Cc1n[nH]c(=O)n1-c1ccc(C(C)(C)C)cc1 ?
PKM2 activator: -3%; BRCA1 expr up: 0%; Menin MLL FP TR: 2%; Giardia killer: -3; RORg inh: 2%; NPC1 prom act: -3%; p53 reactivator: 6%; ELG1 genotoxic: 1%; Rab9 prom act: 1%; Gal4-VP16 FLuc: -9%; FLuc modulator: -2%

Results for FC(F)(F)c1cnc2c(c1)[nH]c(=S)n2-c1ccc(Cl)cc1 ?
BRCA1 expr up: -7%; Menin MLL FP TR: -4%; Giardia killer: -8; RORg inh: 7.9µM*; NPC1 prom act: -5%; p53 reactivator: -2%; ELG1 genotoxic: -14%; Rab9 prom act: -1%; Gal4-VP16 FLuc: inconclusive; FLuc modulator: 1%

What do the screens show for `O=C(O)c1ccc(CSc2nnc(-c3ccccc3Cl)n2-c2ccccc2)cc1`?
PKM2 activator: 3%; BRCA1 expr up: -36%; Menin MLL FP TR: -16%; Giardia killer: 21; RORg inh: -13%; NPC1 prom act: -2%; p53 reactivator: -2%; ELG1 genotoxic: 1%; Rab9 prom act: 0%; Gal4-VP16 FLuc: 10%; FLuc modulator: -19%

What do the screens show for `Cc1ccc(C(=O)NNC2=NCCC2)cc1`?
PKM2 activator: 0%; BRCA1 expr up: -6%; Menin MLL FP TR: 5%; Giardia killer: 7; RORg inh: 10µM*; NPC1 prom act: -1%; p53 reactivator: 0%; ELG1 genotoxic: -2%; Rab9 prom act: -2%; Gal4-VP16 FLuc: 18µM*; FLuc modulator: 2%

How did COc1ccc(NC(=O)CN(C)C(=O)c2ccccc2SCC(=O)N2CCCC2)cc1 do in these assays?
BRCA1 expr up: -14%; Giardia killer: -12; NPC1 prom act: 2%; p53 reactivator: 6%; ELG1 genotoxic: 10%; Rab9 prom act: -3%; FLuc modulator: -3%

What do the screens show for `Cc1cc(OC(C)C(=O)NCCCn2ccnc2)c2c(C)c(C)c(=O)oc2c1` (configuration not stated)?
BRCA1 expr up: -8%; Giardia killer: -9; RORg inh: 2%; NPC1 prom act: 0%; p53 reactivator: -3%; ELG1 genotoxic: 11%; Rab9 prom act: 2%; Gal4-VP16 FLuc: 1%; FLuc modulator: 3%

How did Cc1cccc(NC(=S)Nc2ccc(Oc3ccccc3)cc2)n1 do in these assays?
PKM2 activator: 11%; BRCA1 expr up: 11%; Menin MLL FP TR: inconclusive; Giardia killer: 32[activator]; RORg inh: 9%; NPC1 prom act: 2%; p53 reactivator: -5%; ELG1 genotoxic: -4%; Rab9 prom act: 11%; Gal4-VP16 FLuc: inconclusive; FLuc modulator: 0%

What do the screens show for `Cc1c([N+](=O)[O-])c(C(=O)NC2CCCCC2)nn1C`?
BRCA1 expr up: 19%; Giardia killer: 3; RORg inh: 11%; NPC1 prom act: 0%; p53 reactivator: 3%; ELG1 genotoxic: 9%; Rab9 prom act: -3%; Gal4-VP16 FLuc: -7%; FLuc modulator: 1%

Screening data as filed in PubChem BioAssay.
